Bioassay records as filed in PubChem.
EphA4 KYL inhibition = EphA4 ligand-binding antagonists – biochemical, colorimetric, mouse EphA4, primary screen (AID 689); EphA4-AP binding to KYL peptide, pNPP A405; higher % means a stronger effect; one-dose inhibition, % at 10 µM; IC50 in µM for titrated hits; 62,000 compounds, 0.1% hits; in the data active = a potency from the dose series; inactive = the rest, 99 in 100 with inhibition below about 22%
* = called active by the depositor. Only part of the results is shown. The share of hits here may be higher or lower than overall.

SMILES | EphA4 KYL inhibition
c1cncc(-c2nc(Oc3ccc(-c4nnco4)cc3)c3c4c(sc3n2)CCCC4)c1 | -17%
Cc1ccc(-c2nnn(CC(=O)N3CCCc4ccccc43)n2)cc1 | -10%
COc1ccccc1C=C1C(=O)NC(=S)N(c2ccccc2F)C1=O | 5%
CC(=O)c1ccc(OCC(O)CN2CCC(C)CC2)cc1 (stereo unspecified) | 1%
O=C(CN1CCNCC1)Nc1ccc(Oc2ccccc2)cc1 | -6%
O=C1NC(=S)N/C1=C/c1ccc(O)c(Cl)c1 | -13%
CN1CSC2=C(C#N)C(c3cccc(OCc4ccccc4)c3)CC(=O)N2C1 (stereo unspecified) | 5%
COc1ccc(C(=O)N(CN2CCCC2=O)c2ccc(C)cc2)cc1 | -17%
CCN(C)c1ccc(C=C2C(=O)NC(=O)NC2=O)cc1 | -5%
CC(C)(C)n1ncc2c(=O)n(CC(=O)Nc3ccccc3)cnc21 | -13%
COc1ccc(S(=O)(=O)N(C)c2c(C)n(C)n(-c3ccccc3)c2=O)cc1OC | 12%
O=c1c(CN2CCN(c3cccc(Cl)c3)CC2)coc2c(Cl)cc(Cl)cc12 | -4%
COc1ccc(C(=O)c2c(C)oc3ccc(O)c(CN4CCOCC4)c23)cc1 | -4%
CC(C)C(=O)Nc1c(C(=O)c2ccc(F)cc2)oc2ccccc12 | -1%
O=C(Nc1ccc(F)c([N+](=O)[O-])c1)c1cccc(Cl)c1Cl | -4%
Cc1onc(-c2ccccc2)c1C(=O)Nc1ccc(-c2nnc3n2CCCCC3)cc1 | -9%
C=CCn1c(SCCC(=O)O)nc2c1c(=O)n(C)c(=O)n2C | -1%
CCc1cc(-c2n[nH]c(=S)n2-c2ccccc2C)cs1 | 9%
O=C(Nc1cccnc1)c1ccc2snnc2c1 | -18%
N#Cc1ccccc1Sc1ccccc1C(=O)OCC(=O)N1CCN(C(=O)c2ccco2)CC1 | 19%
CC(C)C(=O)N1CCC(c2nc(-c3ccc(S(=O)(=O)N4CCCC4)cc3)no2)CC1 | -7%
CCOC(=O)c1cc2n(c1/N=C/N(C)C)-c1ccccc1C2=O | 36%
COC(=O)C1=C(C)NC(=O)NC1c1ccc(OCC(=O)N2CCCCC2)cc1 (stereo unspecified) | -2%
Cc1nc(-c2ccccc2)sc1-c1nc(-c2ccncc2)ncc1S(=O)(=O)c1ccccc1 | -2%
COc1ccc(C(=O)Nc2cccc(/C(C)=N/NC(=O)c3ccc([N+](=O)[O-])cc3)c2)cc1OC | -10%
(cont.)
SMILES | EphA4 KYL inhibition
COc1cc(NC(=O)c2ccc(Cl)cc2Cl)ccc1NC(=O)c1ccco1 | -16%
CC(=O)C1C(c2cn(-c3ccccc3)nc2-c2cccs2)NC(=O)NC1(O)C(F)(F)F (stereo unspecified) | -21%
COc1cccc(NC(=O)C2CCCN2C(=O)Nc2ccccc2F)c1 (stereo unspecified) | 0%
CC1=C(C#N)CCC(=O)N1Cc1c(C)cc(C)cc1C | -26%
COc1ccccc1N1CCN(C(=O)c2oc3ccccc3c2C)CC1 | -5%
Clc1ccc(SCc2nc3ccccc3[nH]2)cc1 | 21%
Cc1ccc(C(C(=O)NCc2ccco2)N(C(=O)CNC(=O)c2cccs2)c2ccc(C)cc2)cc1 (stereo unspecified) | -9%
COc1ccc(CSc2nnc(Cc3sc(-c4ccccc4)nc3-c3ccccc3)o2)cc1 | 10%
O=C(Nc1nccs1)c1ccc(NC(=O)C2CCCCC2)cc1 | 18%
COc1ccc(CN2CCN(S(=O)(=O)c3ccc(NC(C)=O)cc3)CC2)cc1OC | -2%
Cc1csc(=Nc2c(C)n(C)n(-c3ccccc3)c2=O)n1Cc1ccccc1 | -8%
CCOc1ccccc1C1CC(=O)Nc2c1c(=O)n(C)c(=O)n2C (stereo unspecified) | -2%
O=C(NC(=S)NCCN1CCOCC1)c1cccc(Cl)c1 | -9%
O=C(NCc1cccnc1)/C(=C/c1ccc(-c2ccc(Cl)cc2)o1)S(=O)(=O)c1ccccc1 | -6%
O=C(Nc1cnn(Cc2ccc(Cl)cc2Cl)c1)c1cc(-c2cccs2)on1 | -25%
CCOc1ccc(NC(=O)/C=C/c2ccc(C)o2)cc1 | -7%
Cc1oc(-c2ccccc2Cl)nc1CS(=O)CC(=O)NCc1cccs1 (stereo unspecified) | 3%
Cc1cccc(C)c1OCC(=O)Nc1ccc([N+](=O)[O-])cc1 | -11%
Cc1cc(C(C)(C)C)cc(C)c1COC(=O)C1CCC(=O)N1 (stereo unspecified) | -17%
CCCCCC1CCC(C(=O)NNC(=S)NCC)CC1 (stereo unspecified) | -14%
O=C(NCCN1CCC(Cc2ccccc2)CC1)C1CCCN(S(=O)(=O)c2cnc[nH]2)C1 (stereo unspecified) | 8%
C=CCNC(=O)/C(=C\c1ccc2c(c1)OCO2)NC(=O)c1ccc(Br)cc1 | -15%
CN(c1ccccc1)S(=O)(=O)c1cccc(C(=O)N2CCN(c3ccccn3)CC2)c1 | -5%
C=CCn1cnc2scc(-c3ccc(C)cc3)c2c1=O | -7%
O=C(NCCCN1CCOCC1)C(=O)NCc1ccco1 | -8%
(continued)
SMILES | EphA4 KYL inhibition
CC1Cc2ccccc2N1C(=O)CCNS(=O)(=O)c1cccc2nsnc12 (stereo unspecified) | -6%
O=C(Cc1c(F)cccc1Cl)NCCCn1ccnc1 | -8%
CCCCNCCCCOc1c(C)cccc1C | -4%
COC(=O)c1cc(NC(=O)c2ccccc2)c(=O)oc1C/C=N\OCc1ccc(Cl)cc1Cl | 3%
O=C1CC(N(O)c2ccccc2)C(=O)N1Cc1ccccc1 (stereo unspecified) | -32%
COc1ccc(CC(=O)N2CCC(Cc3ccccc3)CC2)cc1OC | -1%
OC(CNCC1CCCO1)Cn1c2ccccc2c2ccccc21 (stereo unspecified) | -4%
CCCn1c(SCc2ccc(Cl)cc2)nc2c1c(=O)[nH]c(=O)n2C | -11%
CCOC(=O)C1=C(C)NC(SCC(=O)O)=C(C#N)C1c1ccco1 (stereo unspecified) | 3%
CCOc1ccccc1/C=C1/C(=O)NN(c2ccc(C)c(C)c2)C1=O | -19%
COc1cc(-c2c(C#N)c(=O)[nH]c3c2c(C)nn3-c2ccccc2)ccc1O | 0%
Nc1ccc(C(=O)Nc2ccc3nc(-c4cccnc4)[nH]c3c2)cc1 | -5%
Cn1c(=O)c2cc(S(=O)(=O)NCCC(=O)Nc3ccc(Cl)cc3)ccc2n(C)c1=O | -11%
Cc1cccn2c(=O)c(/C=C(\C#N)S(=O)(=O)c3ccccc3)c(N3CCN(C)CC3)nc12 | 4%
COC(=O)CSc1nnc(-c2ccc(S(=O)(=O)NCc3cccs3)cc2)o1 | -17%
Cc1ccc(Cn2c(-c3nonc3N)nc3ccccc32)cc1 | -6%
Cc1ccc(S(=O)(=O)N2CCCSCC2)cc1 | 1%
O=C(c1cc2n(n1)C(C(F)(F)F)CC(c1ccc(Cl)c(Cl)c1)N2)N1CCN(Cc2ccccc2)CC1 (stereo unspecified) | 1%
COc1ccccc1NC(=O)CN(C)S(=O)(=O)c1cc(C)ccc1OC | 1%
COc1ccc(C2C(C(=O)c3ccco3)=C(O)C(=O)N2Cc2cccnc2)cc1OC (stereo unspecified) | -7%
Cc1ccc(C)c(NS(=O)(=O)c2c(C)nn(C)c2C)c1 | 2%
O=C(CN1CCN(c2ccccn2)CC1)Nc1ccc(F)cc1 | -15%
Cc1ccc2nsnc2c1S(=O)(=O)N(Cc1ccco1)Cc1cc2cccc(C)c2[nH]c1=O | -30%
C/C(=N\NC(=O)c1c(Cl)c(C)nn1C)c1cccc(NC(=O)COc2ccccc2)c1 | 12%
CCNC(=S)NS(=O)(=O)c1ccccc1 | 0%
(list continues)
SMILES | EphA4 KYL inhibition
CCC1CCc2c(sc(NC(=O)CCC(=O)O)c2C#N)C1 (stereo unspecified) | 5%
Cc1cccc(NC(=O)C2CC(=O)N=C(N)S2)c1 (stereo unspecified) | 5%
O=C(O)C1CCCCN1S(=O)(=O)c1ccc(Cl)s1 (stereo unspecified) | -11%
COC(=O)C1=C(C)N(C)C(C)=C(C(=O)OC)C1c1cccc(OCc2ccccc2)c1 | 1%
CC1(C)CC(=O)C2=C(C1)N1CCCCC1CC2=O (stereo unspecified) | 3%
CS(=O)(=O)N(CC(=O)Nc1ccc2c(c1)OCO2)c1ccc(Cl)cc1 | 11%
CC(C)c1ccc(/C=C(\NC(=O)c2ccccc2)C(=O)NCC2CCCO2)cc1 (stereo unspecified) | 2%
COC(=O)c1ccccc1NC(=O)COc1ccc(Br)cc1 | -17%
CN(c1ccc(C(=O)NCC2CCCO2)cc1)S(=O)(=O)c1ccccc1 (stereo unspecified) | 0%
CC(C)OC(=O)COc1ccc(-c2ccccc2)cc1 | 0%
O=C(CCNC(=O)Cn1ccc2ccccc2c1=O)NCCCN1CCN(c2ccc(F)cc2)CC1 | 8%
COc1ccccc1N1CCN(c2nc3c(C)cccn3c(=O)c2C=O)CC1 | 8%
Fc1ccc(Nc2nc(Oc3ccc4c(c3)OCO4)nc(N3CCOCC3)n2)c(F)c1 | -9%
CCCP(=O)(CC(=O)O)c1ccccc1 (stereo unspecified) | -7%
O=C(Cn1c(CC(=O)N2CCOCC2)nc2ccccc21)Nc1ccc2c(c1)OC(F)(F)O2 | 19%
O=[N+]([O-])c1ccc(Cl)c(/C=N/N2CCN(Cc3ccccc3)CC2)c1 | -24%
O=C(Nc1cnn(Cc2ccc(F)cc2)c1)c1cc2nc(-c3ccco3)cc(C(F)(F)F)n2n1 | 0%
Cc1ccc2cc(C#N)c(SCC(=O)N3CCCc4ccccc43)nc2c1C | -13%
COc1cccc(N(CC(=O)N2CCN(C)CC2)S(=O)(=O)c2ccccc2)c1 | -5%
CC1CCCN(C(=O)CNC(=O)Cn2ccc3ccccc3c2=O)C1 (stereo unspecified) | 4%
CCN(C(=O)CSc1ncn[nH]1)C1CCCCC1 | 4%
CC(C)CCNC(=O)c1ccc(Cl)c([N+](=O)[O-])c1 | 10%
Cc1ccc(S(=O)(=O)NCC(=O)N2CCCCC2)cc1 | -13%
CCc1ccc(C(=O)CN(C#N)c2nc(C)cc(C)n2)cc1 | -13%
COc1ccc(S(=O)(=O)N(CC(=O)O)c2ccccc2)cc1 | -7%

An excerpt of these results, in markdown.
| SMILES | EphA4 KYL inhibition |
| --- | --- |
| CC1(C)CC(=O)C2=C(C1)N1CCCCC1CC2=O (stereo unspecified) | 3% |
| CS(=O)(=O)N(CC(=O)Nc1ccc2c(c1)OCO2)c1ccc(Cl)cc1 | 11% |
| CC(C)c1ccc(/C=C(\NC(=O)c2ccccc2)C(=O)NCC2CCCO2)cc1 (stereo unspecified) | 2% |
| COC(=O)c1ccccc1NC(=O)COc1ccc(Br)cc1 | -17% |
| CN(c1ccc(C(=O)NCC2CCCO2)cc1)S(=O)(=O)c1ccccc1 (stereo unspecified) | 0% |
| CC(C)OC(=O)COc1ccc(-c2ccccc2)cc1 | 0% |
| O=C(CCNC(=O)Cn1ccc2ccccc2c1=O)NCCCN1CCN(c2ccc(F)cc2)CC1 | 8% |
| COc1ccccc1N1CCN(c2nc3c(C)cccn3c(=O)c2C=O)CC1 | 8% |
| Fc1ccc(Nc2nc(Oc3ccc4c(c3)OCO4)nc(N3CCOCC3)n2)c(F)c1 | -9% |
| CCCP(=O)(CC(=O)O)c1ccccc1 (stereo unspecified) | -7% |
| O=C(Cn1c(CC(=O)N2CCOCC2)nc2ccccc21)Nc1ccc2c(c1)OC(F)(F)O2 | 19% |
| O=[N+]([O-])c1ccc(Cl)c(/C=N/N2CCN(Cc3ccccc3)CC2)c1 | -24% |
| O=C(Nc1cnn(Cc2ccc(F)cc2)c1)c1cc2nc(-c3ccco3)cc(C(F)(F)F)n2n1 | 0% |
| Cc1ccc2cc(C#N)c(SCC(=O)N3CCCc4ccccc43)nc2c1C | -13% |
| COc1cccc(N(CC(=O)N2CCN(C)CC2)S(=O)(=O)c2ccccc2)c1 | -5% |
| CC1CCCN(C(=O)CNC(=O)Cn2ccc3ccccc3c2=O)C1 (stereo unspecified) | 4% |

Next entries
SMILES | EphA4 KYL inhibition
Cc1ccc(CNC(=O)C2CC(c3ccc([N+](=O)[O-])cc3)=NO2)cc1 (stereo unspecified) | -3%
CC1=NN(c2nc(-c3ccc(F)cc3)cs2)C(=O)C1 | -7%
CCCCn1nc(C(=O)O)ccc1=O | -3%
Cc1cc(-c2[nH]nc3c2C(c2cccc(O)c2)C(C#N)=C(N)O3)c(C)s1 (stereo unspecified) | -8%
CC(C)CC(=O)NCc1ccc(F)cc1 | 2%
CC(C)[C@H](NC(=O)Nc1ccccc1F)C(=O)O | 0%
CCCN(CCC)CCNS(=O)(=O)c1ccc2c(c1)CCN2C(=O)C1CCC1 | -10%
CC(C)C(NC(=O)c1ccc2c(c1)OCO2)C(=O)N/N=C\c1ccco1 (stereo unspecified) | 15%
Cc1ccn2cc(-c3ccc(S(=O)(=O)N4CCOCC4)cc3)nc2c1 | 8%
CCC(=O)Nc1cc(-c2nn(C)c(=O)c3ccccc23)ccc1N1CCCCC1 | -4%
CN1CCN(C(c2cccc(C(F)(F)F)c2)c2nnnn2Cc2ccccc2)CC1 (stereo unspecified) | -3%
Cc1cc(NCc2ccccn2)nc2ccccc12 | 2%
CCN1CCCC1CN(Cc1cc2cc(OC)ccc2[nH]c1=O)C(=O)NCc1ccccc1 (stereo unspecified) | -18%
COc1ccc(C2CC(=O)N3C(=C2C#N)SCC3(O)c2ccccc2)cc1 (stereo unspecified) | -8%
O=C(CN1C2=NCCN2c2ccccc21)c1ccco1 | -25%
COCCn1nc2cc(C(=O)NCC34CC5CC(CC(C5)C3)C4)ccc2c1OC | -4%
Cc1ccc(S(=O)(=O)NC(=O)CSc2nc3ccccc3s2)cc1 | -4%
COc1ccc(-c2nc(CC(=O)O)cs2)cc1 | -2%
N#Cc1ccccc1NC(=O)Nc1ccc(Cl)cc1 | 6%
O=C(c1cccs1)c1coc2ccc(O)c(CN3CCOCC3)c12 | -13%
COc1ccc(-c2cc(C(=O)N3CC4(C)CC3CC(C)(C)C4)no2)cc1OC (stereo unspecified) | 9%
CCNC(=O)NCCc1c[nH]c2ccc(Cl)cc12 | 12%
Cc1ccc(-n2c(N)c(C(=O)NCc3cccnc3)sc2=S)cc1 | 2%
CCOc1ccc(CCNC(=O)C2CCN(S(=O)(=O)N3CCOCC3)CC2)cc1OCC | -13%

2 entries from above, as labelled records.
structure: CCCCn1nc(C(=O)O)ccc1=O
  EphA4 KYL inhibition: -3%
structure: CCOc1ccc(CCNC(=O)C2CCN(S(=O)(=O)N3CCOCC3)CC2)cc1OCC
  EphA4 KYL inhibition: -13%
